CF NFkB block: inhibitors of PAF-induced NF-kB signaling, primary screen, cell-based, GFP fluorescence, uHTS. AID 588850, 2011. KKLEB NF-kB-GFP reporter, GFP fluorescence overnight. actives 0.86% (n = 360,000). inhibition, % at 5 µM;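 active means at least 50% inhibition at 5 µM, scaled per plate between neutral and stimulator controls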;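 further: PAF is a Pseudomonas aeruginosa culture filtrate used as stimulus; plate controls were PAF-stimulated DMSO wells for no effect and unstimulated DMSO wells for full effect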
Peg3 prom inh: Peg3 promoter-driven luciferase inhibitors, primary screen, cell-based, HeLa, luciferase luminescence. HeLa PEG-Prom luciferase reporter, overnight. inhibition, % at 20 µM. actives 1.7% (n = 360,000). AID 588405, 2011;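 active means inhibition of at least 50% at 20 µM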
Shn3 3UTR inh: reduction of Shn3 3'UTR firefly luciferase signal, primary screen, Schnurri-3 inhibitor project, cell-based, Clone20 osteoblasts, set 2; actives 0.52% (n = 360,000); inhibition, % at 12.5 µM; AID 588674, 2011; Clone20 osteoblast Shn3 3'UTR firefly luciferase, 24 h;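 active means mean inhibition of at least 75% with every replicate also reaching 75%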;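 further: 0% = median of neutral control wells and 100% = pilot-screen positive control compound; some compounds past the cut are filed as inactive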
NR2E3 ag-1: inhibitors of NR2E3-RetCOR corepressor binding, primary screen, NR2E3 agonist project, biochemical, TR-FRET, GST-NR2E3, biotin-RetCOR; 1536-well; inhibition of corepressor binding, % at 4.78 µM; actives 0.12% (n = 320,000); AID 2300, 2010;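 active means percent inhibition above the cutoff of mean plus 3 SD of all tested compounds, set per screening campaign, cut at about 20% in these data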;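 further: 0% = DMSO wells and 100% = biotin wells as full block of FRET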
Target sequence (Q9Y5X4 whole entry, looked up): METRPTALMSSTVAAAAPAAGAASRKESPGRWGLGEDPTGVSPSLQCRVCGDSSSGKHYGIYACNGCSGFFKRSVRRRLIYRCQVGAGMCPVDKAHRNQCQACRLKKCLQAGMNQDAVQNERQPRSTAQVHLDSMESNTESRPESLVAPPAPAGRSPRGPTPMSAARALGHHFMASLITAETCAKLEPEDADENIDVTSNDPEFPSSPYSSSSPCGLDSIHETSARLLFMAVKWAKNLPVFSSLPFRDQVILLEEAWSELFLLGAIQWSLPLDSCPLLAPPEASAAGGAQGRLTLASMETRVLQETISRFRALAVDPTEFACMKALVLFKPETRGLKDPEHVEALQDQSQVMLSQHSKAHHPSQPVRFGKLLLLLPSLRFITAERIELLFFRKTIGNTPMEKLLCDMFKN
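Test system – NR2E3–RetCOR corepressor complex · Quantity – NR2E3 fusion 1.35 nM · Buffer or medium – Tris pH 7.5 · Incubation – Compound–protein incubation for 5 h at 4 °C · Technique – TR-FRET, Eu(K)-anti-GST donor, streptavidin-D2 acceptor, ex 340, em 617/671 nm · Evaluation – percent inhibition of 671/617 nm emission ratio versus biotin and DMSO controls · Plate – 1536-well format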
NR2E3 ag-2: NR2E3 agonists in two-hybrid cells, primary screen, cell-based, luminescence, CHO-S, Gal4-NCOR/VP16-NR2E3. Photoreceptor-specific nuclear receptor (Homo sapiens), Q9Y5X4. luciferase. inhibition of corepressor binding, % at 3.98 µM. actives 0.35% (n = 360,000). AID 602229, 2012;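 active means inhibition above the mean of all tested compounds plus 3 SD, cut at about 70% in these data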;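 further: 0% = DMSO with NR2E3 transfected cells and 100% = cells lacking NR2E3 construct; higher means lower luciferase signal from less NR2E3 corepressor binding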
TRPM1 prom inh: inhibitors of MITF-dependent TRPM1 promoter reporter, primary screen, cell-based, SK-MEL-5, single point, luciferase; SK-MEL-5 TRPM1 promoter luciferase, 24 h; actives 0.83% (n = 330,000); inhibition, % at 12.5 µM; AID 488899, 2010;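 active means mean inhibition across replicates of 60% or more, whatever share of single replicates reaches that level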; further: values of inactives mirror those of a sister screen read the other way
HIF-2a block: HIF-2a reporter inhibitors, primary screen, luminescence, 786-0 RCC cells | 786-0 RCC cells HIF-2a reporter, luciferase luminescence, overnight | inhibition, % at 18.8 µM | actives 0.72% (n = 360,000) | AID 624352, 2012;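 active means inhibition of the luminescence signal of 40% or more relative to plate controls, in a single-dose primary screen at 18.75 µM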
C8 TRAIL sens: viability loss with TRAIL in NB7+C8 cells, primary screen, TRAIL sensitizer project, cell-based, ATPlite luminescence; actives 1% (n = 360,000); AID 624354, 2012; inhibition (viability loss, TRAIL sensitization), % at 10 µM;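 active means compounds causing at least 50% loss of cell viability in the single-dose screen, relative to plate controls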
TROY signal inh: inhibitors of TROY-driven NF-kB signaling, primary screen, Q293 LMP1-TROYcd cells, NF-kB luciferase, uHTS; Q293 LMP1-TROYcd NF-kB luciferase reporter, 4 h; AID 1347056, 2019; actives 0.98% (n = 360,000); inhibition, % at 10 µM;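 active means compounds whose plate-normalised and pattern-corrected inhibition of the luciferase reporter signal at the single screening dose is 50% or more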
TWEAK-Fn14 inh: inhibitors of TWEAK-Fn14 signaling, primary screen, luciferase reporter cells, uHTS. TWEAK-stimulated Fn14 reporter cells, luciferase luminescence, 8 h. inhibition, % at 10 µM. actives 2% (n = 360,000); in the data active means inhibition above about 50%
KKLEB tox: cytotoxicity in KKLEB CF airway cells, primary screen, cytotoxicity control for CF NF-kB inhibitor project, cell-based, uHTS, fluorescence assay plates. activity change (cytotoxicity), % at 5 µM. KKLEB CF airway cells viability, ATPlite luminescence, overnight; active compounds read low; cells stimulated with P. aeruginosa culture filtrate. actives 0.36% (n = 360,000);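 active means corrected activity change at or below -50% at 5 µM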
* hit, by the source's call; . = not tested or not shown. A portion of the library; the hit share may differ from the screen's.

SMILES | CF NFkB block | Peg3 prom inh | Shn3 3UTR inh | NR2E3 ag-1 | NR2E3 ag-2 | TRPM1 prom inh | HIF-2a block | C8 TRAIL sens | TROY signal inh | TWEAK-Fn14 inh | KKLEB tox
COc1cc2[nH]c(=O)n(CCC(=O)NCCC(C)C)c(=O)c2cc1OC | 4 | -2 | -10 | 4 | -13 | 7 | 2 | 0 | 9 | -6 | 16
CC(=O)Nc1ccnn1C1CCN(C(=O)c2cccc(C)c2C)CC1 | 1 | 4 | 0 | 6 | -23 | 8 | -2 | -2 | -4 | -9 | -15
COc1ccc(-c2c[n+](CC(=O)c3cccs3)c3n2CCC3)cc1 | -19 | 16 | 12 | -1 | 1 | 17 | 10 | -1 | 9 | 8 | 4
NC(=O)COC(=O)c1ccccc1SCC(=O)NC1CCCCCC1 | 10 | 7 | 17 | 1 | 25 | 5 | 9 | 3 | -7 | -7 | 5
COc1cccc(/C=N/Nc2ncnc3c2[nH]c2ccc(C)cc23)c1OC | 32 | 22 | 7 | 2 | 16 | -9 | -29 | 8 | -8 | -16 | -19
COC(=O)C1=C(C)N(CCCC(=O)O)C(=O)NC1c1ccc(-c2ccccc2)cc1 (stereo not drawn) | 6 | 18 | -43 | 2 | 24 | 6 | -7 | -6 | -19 | -12 | -6
CCOC(=O)C1(Cc2cccc(OC)c2)CCN(Cc2ccc3c(c2)OCCO3)CC1 | -7 | 20 | 71 | 5 | 8 | -3 | 14 | 4 | 1 | -3 | -3
Cc1ccc(NC(=S)Nc2ccc(S(=O)(=O)N3CCOCC3)cc2)cc1S(=O)(=O)N1CCOCC1 | -3 | 15 | -5 | 4 | 16 | 8 | 9 | -9 | 19 | -28 | 16
CCCCN(C=O)c1c(CC)nc2c(OCCOc3ccc(F)cc3)cccn12 | -24 | 11 | 20 | . | -16 | . | -11 | -22 | 0 | 63* | -2
O=C(c1ccc(CNS(=O)(=O)c2cccc(Cl)c2)cc1)N1CCCC1 | 16 | 11 | 16 | 7 | 17 | 7 | 8 | -5 | 3 | -9 | 2
O=c1[nH]c(NCCO)nnc1Cc1ccccc1 | 4 | 2 | -4 | 2 | -3 | -2 | 5 | 1 | 13 | 1 | -4
CCOC(=O)c1cc2c(C)nn(-c3ccccc3)c2s1 | -10 | -66 | -29 | 3 | -23 | -16 | -86 | -5 | -48 | -15 | 1
N#CC(c1ccc(Cl)cc1)c1ccc2c(C(F)(F)F)cc(C(F)(F)F)nc2n1 (stereo not drawn) | 67* | 52* | 89* | 0 | 62 | 79* | -32 | 20 | 79* | 65* | -74*
O=C(O)C(Cc1ccccc1)NS(=O)(=O)c1ccc(Cl)cc1 (stereo not drawn) | -11 | 1 | -1 | 2 | -9 | -6 | 12 | 0 | -24 | 15 | 0
Cc1cc2c(cc1S(=O)(=O)Nc1ccc(OC(F)(F)F)cc1)OCC(=O)N2 | -1 | 10 | 31 | -1 | 8 | 6 | 22 | 7 | 0 | 12 | -7
O=C(CCCn1cnc([N+](=O)[O-])n1)Nc1ccc(Cl)cc1Cl | -14 | 12 | -2 | 7 | 30 | 2 | 17 | 20 | -16 | 13 | 1
Cc1nc(N2CCN(c3ccccn3)CC2)c2c(C)c(C(=O)Nc3ccccc3F)sc2n1 | 47 | 73* | 14 | 0 | 5 | -10 | -12 | 5 | 0 | 25 | -35
Cc1nc(NC(=S)Nc2ccccc2)sc1C | -21 | -249 | -39 | 4 | -59 | -51 | -351 | -3 | -49 | -34 | -13
O=C(CSCc1ccccc1)Nc1cc([N+](=O)[O-])ccc1F | -25 | -3 | 4 | 1 | -23 | -12 | -12 | 10 | 1 | -3 | 6
CCC(=O)Nc1ccc(NC(=S)NC(=O)Cc2ccccc2)cc1 | 8 | 9 | -8 | -4 | 3 | 1 | 16 | 2 | 3 | 2 | 9
O=C(O)c1ccc(NC(=O)c2cccc(S(=O)(=O)Nc3ccc(C(=O)O)cc3)c2)cc1 | 13 | 0 | 53 | 3 | -18 | 9 | 24 | 3 | 9 | 11 | 0
COc1ccc(NC(=O)COC(=O)CCC(=O)c2cccs2)cc1OC | -13 | -1 | 3 | 1 | -3 | -4 | 11 | -1 | 2 | -3 | 8
CCCOc1ccc(S(=O)(=O)N2CCCC2)cc1[N+](=O)[O-] | -6 | 7 | 4 | -3 | -16 | 10 | 4 | -18 | -2 | -7 | -14
Cc1ccc(C)c(C(=O)COC(=O)c2ccccc2N2C(=O)C3C4CCC(C4)C3C2=O)c1 (stereo not drawn) | 10 | -83 | 29 | 0 | 3 | -19 | -98 | 9 | 6 | 0 | -9
O=C1CCCc2ccccc2N1Cc1ccc(Cl)cc1 | -8 | 28 | 0 | -2 | -41 | -4 | 30 | 4 | 3 | 7 | 4
CCC(C)NC(=O)Cn1nc(Cc2ccncc2)c2ccccc2c1=O (stereo not drawn) | -5 | 14 | 3 | 3 | -5 | -5 | 12 | 10 | -18 | -18 | -3
COc1cc2ccc(C(C)=O)cc2cc1OC | -16 | -17 | 3 | . | -38 | . | 15 | 1 | -14 | 4 | -7
CN(Cc1cc(Cl)cc(Cl)c1O)Cc1c(O)ccc2ccccc12 | 59* | 18 | -12 | . | -27 | 6 | 12 | -21 | 49 | 28 | -17
CCN(C(=O)CSc1nc2nc(C)cc(C)n2n1)c1ccccc1 | 11 | 16 | 6 | -1 | 13 | -12 | -1 | 3 | -17 | -2 | -5
Cc1ccc(S(=O)(=O)N2CCN=C2SCc2cccnc2)cc1 | 12 | 12 | 20 | 0 | -19 | -10 | 6 | -4 | 3 | -5 | 3
Nc1cc(=O)[nH]c(SCC(=O)NC2CCCCCCC2)n1 | -39 | -16 | -6 | . | -23 | -6 | -4 | -5 | 1 | -3 | 4
COc1ccc(O)c(C=Nc2cc(NC(C)=O)c(Cl)cc2Cl)c1 | -7 | -11 | -5 | -2 | -7 | -2 | 5 | -9 | -14 | 6 | 7
CC(C)(C)OC(=O)NCC(=O)NNC(=O)C(C(=O)OCc1ccccc1)c1ccccc1 (stereo not drawn) | -6 | 3 | 40 | . | -11 | 2 | 12 | -1 | -2 | 12 | 0
O=C(Nc1cccc(C(=O)N2CCCCC2)c1)c1ccc(Cl)cc1 | -22 | -64 | 36 | -3 | -23 | -10 | -76 | -3 | -15 | 12 | 15
CCNc1nc(SCC(=O)Nc2ccc(Cl)c(Cl)c2)nc(N(C)C)n1 | 10 | 4 | 16 | 4 | -11 | 13 | 11 | 15 | 16 | 4 | 0
O=C(C1CCN(c2nnc(N3CCCC3=O)s2)CC1)N1CCN(Cc2ccc3c(c2)OCO3)CC1 | -3 | 2 | 4 | . | -19 | 10 | -3 | 1 | -13 | -8 | -4
CCOC(=O)c1cc(-c2ccccc2)sc1NC(=O)C(C)OC(=O)c1cccnc1OCC (stereo not drawn) | 0 | -4 | -5 | 0 | 12 | 0 | -44 | 16 | 6 | -25 | -9
CC(C)c1ccc2oc(-c3ccc(N)cc3)nc2c1 | -17 | -103 | 39 | 4 | -116 | 3 | -37 | 80* | 38 | 81* | -44
CN(C(=O)CSc1nc2ccccc2o1)C1CCS(=O)(=O)C1 (stereo not drawn) | -26 | -41 | -11 | 0 | -24 | -21 | -44 | -4 | -58 | -12 | 15
Cc1ccc(-n2ncc3c(SCC(N)=O)ncnc32)cc1C | 8 | -310 | -58 | . | 10 | -59 | -289 | -5 | -33 | 6 | -1

Results in TWEAK-Fn14 inh, for some of the entries so far:
smiles	TWEAK-Fn14 inh
O=C1CCCc2ccccc2N1Cc1ccc(Cl)cc1	7
CCC(C)NC(=O)Cn1nc(Cc2ccncc2)c2ccccc2c1=O (stereo not drawn)	-18

Further structures:
SMILES | CF NFkB block | Peg3 prom inh | Shn3 3UTR inh | NR2E3 ag-1 | NR2E3 ag-2 | TRPM1 prom inh | HIF-2a block | C8 TRAIL sens | TROY signal inh | TWEAK-Fn14 inh | KKLEB tox
CCOC(=O)c1cc(NC(=O)c2ccoc2C)cc(C(=O)OCC)c1 | -18 | -9 | -5 | -4 | 7 | -1 | -16 | -1 | 4 | -5 | 20
O=C(CSc1nc2ccccc2[nH]1)N/N=C/C=C/c1ccccc1[N+](=O)[O-] | 4 | -1 | -10 | -2 | -9 | 2 | 9 | -3 | -15 | 0 | 7
CC(C)CC(c1nnnn1Cc1cccs1)N1CCN(c2nc3ccccc3s2)CC1 (stereo not drawn) | 7 | 7 | 29 | -2 | -38 | 9 | -3 | 28 | 11 | 26 | -2
C=CCn1c(SCc2c(F)c(F)c(F)c(F)c2F)nc(O)cc1=O | 13 | 3 | 14 | -2 | 9 | 8 | -13 | 12 | 5 | 11 | -4
COc1ccc(Cc2nnc(Nc3ccc4c(c3)OCCO4)[nH]c2=O)cc1 | 13 | 28 | -2 | 3 | 3 | 20 | 10 | -5 | 22 | 34 | -2
NC(=O)C1CCN(C(=O)c2cc(-c3ccc(Cl)s3)nc3ccccc23)CC1 | -2 | 3 | -16 | . | 5 | -5 | -30 | 1 | -16 | -1 | -18
O=C1OCC2=C1C(c1ccc3c(c1)OCO3)Sc1ccccc1N2 (stereo not drawn) | 9 | 22 | 25 | -1 | -13 | 8 | 19 | 6 | 16 | 20 | -5
CCOC(=O)Cc1csc(NC(=S)NC(=O)c2ccc(C)cc2)n1 | 13 | 47 | 35 | 0 | -4 | -19 | 96* | 82* | 26 | 68* | -33
Cc1sc2ncn(CC(=O)NC3CCCCC3)c(=O)c2c1C | 13 | -4 | 0 | -2 | -8 | 5 | 1 | -4 | -11 | 5 | 1
Cc1ccccc1C(=O)NNC(=O)C(=O)N1CCCCC1 | 2 | 10 | -8 | 2 | -4 | 0 | 4 | -4 | -6 | 11 | 0

As entered above:
CCOC(=O)c1cc(NC(=O)c2ccoc2C)cc(C(=O)OCC)c1 | C8 TRAIL sens = -1
O=C(CSc1nc2ccccc2[nH]1)N/N=C/C=C/c1ccccc1[N+](=O)[O-] | TROY signal inh = -15
Cc1ccccc1C(=O)NNC(=O)C(=O)N1CCCCC1 | NR2E3 ag-2 = -4
CC(C)CC(c1nnnn1Cc1cccs1)N1CCN(c2nc3ccccc3s2)CC1 (stereo not drawn) | CF NFkB block = 7

Screening data (PubChem BioAssay)
